Source: PubChem (National Center for Advancing Translational Sciences (NCATS))
Pf growth 96h – P. falciparum growth inhibition at 96 hours | P. falciparum luciferase reporter growth, 96 h | Potency, µM (highest dose often 28.7 µM), inactives show at the highest dose activity change, negative = inhibition, hits mostly inhibitors | 320,000 tested, 6.9% active | AID 504834; further: potency means the concentration at half of the fitted maximal effect; on the % scale 0 is the no-effect control and ±100 the full control effect
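Cell-based qHTS: luciferase-tagged P. falciparum in erythrocytes (2% hematocrit, 0.05% parasitemia final) incubated with compounds for 96 hours, 37 C, 5% CO2; luciferase detection reagent then added and luminescence measured.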
Cycloheximide cs – counter-screen hit for Shiga toxin inhibitors, cycloheximide | cell reporter, cycloheximide protein synthesis inhibition counterscreen | max response, % | 300,000 tested, 12% active; in the data active means max response mostly above about 13%, no sharp cut-off; inactive means mostly below about 14%; further: read at 38.3 µM for the half of the compounds with a filed dose; 0% is about no effect
HCV inh – inhibitors of hepatitis C virus infection; Huh7.5.1 HCVcc-Cre infection, luciferase reporter, 44 h; Potency, µM (doses to about 41.8 µM), inactives show at the highest dose activity change, negative = inhibition, most hits filed as inhibitors; 340,000 tested, 3.4% active; AID 651820; further: potency means the concentration at half of the fitted maximal effect; on the % scale 0 is the no-effect control and ±100 the full control effect
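Infectious HCVcc-Cre (~0.5 moi) was added to cells just after compound, with cells seeded 4 h earlier at 1,000 per well. Luciferase activity after 44 h culture reported infection; substrate was incubated 15 min at room temperature before reading.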
Pf growth 48h – P. falciparum growth inhibition at 48 hours (one generation) | P. falciparum luciferase growth in erythrocytes, 48 h | Potency, µM (series often up to 28.7 µM), for inactives: at the highest dose activity change, negative = inhibition, most hits filed as inhibitors | 310,000 tested, 5.9% active; further: potency means the concentration at half of the fitted maximal effect; on the % scale 0 is the no-effect control and ±100 the full control effect
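Luminescence readout; reporter = integrated firefly luciferase in P. falciparum. RBC culture at 2% hematocrit, 0.1% parasitemia final, 37 C/5% CO2; decreased signal taken as growth inhibition.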
Shiga toxin inh – Shiga toxin inhibition; inhibition, % at 38.7 µM; 290,000 tested, 9.2% active; Vero cells, Shiga toxin protein synthesis inhibition reporter; in the data active means inhibition mostly above about 28%, no sharp cut-off; inactive means mostly below about 43%; further: 0% is about no effect
FBPA Giardia inh – inhibitors of Giardia lamblia fructose-1,6-bisphosphate aldolase. A8B2U2. purified Giardia FBPA. 290,000 tested, 0.71% active. AID 2451. Potency, µM (series often up to 59.6 µM), for the others: at the top dose activity, negative = inhibition, usual class: inhibitors; further: potency means the concentration at half of the fitted maximal effect; on the % scale 0 is the no-effect control and ±100 the full control effect; nearly all actives have a fitted effect of over 55% in size
Target sequence (A8B2U2 whole entry, looked up): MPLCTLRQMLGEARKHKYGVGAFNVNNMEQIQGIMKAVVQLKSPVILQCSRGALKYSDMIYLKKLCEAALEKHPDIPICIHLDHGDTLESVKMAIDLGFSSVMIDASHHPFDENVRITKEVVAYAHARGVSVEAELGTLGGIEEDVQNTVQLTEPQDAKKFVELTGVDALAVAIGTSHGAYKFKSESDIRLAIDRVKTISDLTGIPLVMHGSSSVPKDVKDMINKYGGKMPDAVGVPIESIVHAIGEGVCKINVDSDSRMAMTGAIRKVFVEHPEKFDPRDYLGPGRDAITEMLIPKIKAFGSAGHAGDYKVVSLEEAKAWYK
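40 nM FBPA preincubated 10 min at RT with compound (up to 57.5 uM final), then substrate plus GAPDH/TPI/NAD/arsenate coupling and diaphorase/resazurin added. Fluorescence read after 20 min at RT, 525/598 nm.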
* marks the source's active call; other numbers are inactive results; ? = inconclusive; . = not tested or not shown; & = joins results of further samples; [ ] = remark or other dose. Unless noted, the call rests on the fitted dose curve; in most records, active means well fitted curve in the direction sought with a large enough effect; inconclusive means small, poorly fitted or top-dose-only effect, or another doubt; inactive means no such curve, though single readings can be large; an effect the other way counts as inactive or inconclusive.

smiles,Pf growth 48h,Cycloheximide cs,Shiga toxin inh,HCV inh,Pf growth 96h,FBPA Giardia inh
CCc1ccc2c(c1)C1(NN=C(c3ccccc3)S1)C(=O)N2 (stereo unspecified),3.7µM*,70*,105*,?,?,16µM*
CN(C(=O)CSC1=NC2C(N=N1)c1cc(Br)ccc1N2C)C1CCCCC1 (stereo unspecified),12%,-1,-34,4%,?,-1%
Cc1nc(C)c(NC(=O)OC(C)C)cc1NC(=O)OC(C)C,4%,1,-4,14%,0%,2%
O=C(CCn1c(=S)oc2ccccc21)Nc1ccccc1F,-26%,10,11,-14%,5%,-1%
CCN1C(=O)c2ccccc2S(=O)(=O)c2ccc(C(=O)NCc3cccnc3)cc21,?,-5,1,8%&-2%,?,2%
Cc1nc2scc(C)n2c(=O)c1S(=O)(=O)Nc1ccc(N2CCOCC2)c(Cl)c1,-5%,6,-5,?,9.3µM*,-5%
Cn1c(N)c(C(=O)COC(=O)COc2ccc3ccccc3c2)c(=O)n(C)c1=O,-16%,11,4,13%,-2%,-5%
c1ccc(-c2nc3ccccc3nc2N2CCOCC2)cc1,4%,-2,-4,-10%,.,10%
CCO[C@@H]1OC(C(N)=O)=C[C@H](c2ccccc2)[C@H]1CCCO,4%,-2,16,4%,?,-1%
CC(=O)NS(=O)(=O)c1ccc(NC(=S)NC(=O)C2CCC2)cc1,0%,-3,-3,5%,0%,-1%
COc1ccc(-c2noc(CN3CCOCC3)n2)cc1OC,74%[activator],9,34,15%,27%,10%
CCOC(=O)C(=CNNc1ccsc1C(=O)OC)C(=O)OCC,?,12,4,-6%,?,2%
Cc1cc(C)c2nc(N3CCC(C(=O)NCc4cccnc4)CC3)sc2c1,24%,21*,86*,-29%,-24%,0%
O=C(c1ccc(=O)[nH]c1)N1CCN(S(=O)(=O)c2ccc3ccccc3c2)CC1,32%[activator],.,.,-6%,-4%,.
Cc1ccc2oc(=S)n(C)c2c1,24%,7,17,7%,12%,0%

(continued)
smiles,Pf growth 48h,Cycloheximide cs,Shiga toxin inh,HCV inh,Pf growth 96h,FBPA Giardia inh
CCc1cccc(NC2c3ccccc3C(=O)N2c2cccnc2)c1 (stereo unspecified),?,-4,-2,18%,57%[activator],0%
Nc1ccc(S(N)(=O)=O)cc1N,137%[activator],38,63,0%,221%[activator],?
COc1cccc(NC(=O)CN(C)C(=O)Cn2cnc3ccccc3c2=O)c1,15%,.,.,-11%,0%,.
CCCN(CCC)Cc1cc(=O)oc2cc3c(cc12)CCC3,?,1,-2,?,?,-1%
S=C(NC1CCCC1)N1CCN(c2ccccn2)CC1,4%,1,-3,7%,2.1µM*,5%
COc1cccc2cc(CC(=O)c3ccccc3)c(=O)oc12,85%[activator],18,44*,0%,6%,1%
CC(C)NC(=S)N/N=C1\CCCCC1C1CCCCC1 (stereo unspecified),.,-5,15,-30%,3.3µM*,24%
Cc1cc(C(=O)NNC(=O)/C=C/c2ccco2)c(C)o1,?,.,.,2%,28%,.
Cc1cc(C(=O)C(C)OC(=O)c2ccc(NC(=O)CC#N)cc2)c(C)n1-c1ccccc1 (stereo unspecified),13µM*,.,.,?,8.3µM*,.
COC(=O)c1ccccc1NC(=O)C1CC(=O)N(c2ccc(C)cc2)C1 (stereo unspecified),-15%,1,-11,1%,.,4%
CCOC(=O)C1CCN(C(=O)CN(c2ccc(Cl)c(C(F)(F)F)c2)S(C)(=O)=O)CC1,-20%,-5,-7,-1%&26%,15%,-5%
CC1CCCN(Cc2cccc(Oc3ccccc3)c2)C1 (stereo unspecified),?,-5,-9,-18%,-9%,-6%
O=C(CCCc1ccccc1)NCc1ccc2c(c1)OCO2,6%,13,20,21%,46%[activator],0%
C#CCOCCOCCOCCNc1nc(N2CCN(C(=O)CCCCCCCCCCNC(=O)[C@@H](CCSC)n3cc(CCO)nn3)CC2)nc(N2CCN(C(=O)CCCCCCCCCCNC(=O)[C@H]([C@@H](C)CC)n3cc(CCCCCN)nn3)CC2)n1,1.7µM*,.,.,?,2.1µM*,.
CN(C)S(=O)(=O)c1ccc(NC(=O)CNc2cc(S(=O)(=O)N3CCCC3)ccc2OCC(F)(F)F)cc1,?,-1,-10,?,13µM*,-3%

The list goes on.
smiles,Pf growth 48h,Cycloheximide cs,Shiga toxin inh,HCV inh,Pf growth 96h,FBPA Giardia inh
CCN(Cc1ccncc1)C(=O)c1cc(COc2ccc(F)cc2F)on1,-2%,10,-1,-21%,?,.
Cc1ccc(-c2nn(C(C)(C)C)c3ncnc(N)c23)cc1,?,-1,-15,1%,2.3µM*,2%
CN1CCC(OC(=O)c2ccccc2Cl)CC1,23%,6,11,3%,24%,-3%
COc1ccc(CCNC(=S)NC(=O)/C=C/c2ccc(C)cc2)cc1OC,.,10,-9,?,.,1%
COc1ccccc1-c1cc(C(=O)N/N=C/c2ccoc2)c2ccccc2n1,9.3µM*,9,-8,-16%,0%,4%
CCOc1ccc2nc(NC(=O)c3cnccn3)sc2c1,183%[activator],32*,62*,3%,12%,2%
CCCN(C(=O)CSCC(=O)Nc1ccc(OC)cc1)c1c(N)n(Cc2ccccc2)c(=O)[nH]c1=O,-18%,.,.,15%[8.37 µM],8%,.
CCCC(=O)Nc1nnc(SCC(=O)NCc2ccco2)s1,5%,-3,-14,6%,?,3%
CC(C)c1ccc(NC(=S)N2CCCC(c3ccc(F)cc3)=N2)cc1,?,1,-8,8%,?,-3%
Clc1ccc(OCCn2ccnc2)c(Cl)c1,?,-5,-9,?,19%,-11%
CCCOc1ccc(-c2csc(NC(=O)CN3C(=O)CCC3=O)n2)cc1,32%[activator],3,22,-8%,31%[activator],-1%
CC1=C(C#N)C(NC(=O)c2ccccc2Cl)(C(F)(F)F)C(=O)N1 (stereo unspecified),-6%,-6,12,11%,28%,-2%
COc1ccccc1NC(=O)c1ccccc1SC,7%,-1,-9,-8%,?,0%
Cc1ncc(C[n+]2csc(C)c2C)c(N)n1,-1%,-2,9,11%,2%,-12%
COc1cc(/C=N/n2cc(-c3ccccc3)[nH]c2=S)cc(OC)c1O,12µM*,62*,36,2%,?,-8%

Following part:
smiles,Pf growth 48h,Cycloheximide cs,Shiga toxin inh,HCV inh,Pf growth 96h,FBPA Giardia inh
N#Cc1ccc(-c2csc(NNC(=O)c3ccc(Br)cc3)n2)cc1,1.7µM*,6,16,8.9µM*,2.9µM*,6%
O=C(c1ccc2[nH]c(=O)c(=O)[nH]c2c1)N1CCN(Cc2ccccc2)CC1,5%,-9,-8,6%,1%,-9%
Cc1cc(=O)[nH]c(SCC(=O)Nc2ccc(S(=O)(=O)N3CCOCC3)cc2)n1,-6%,2,-12,4%,10%,.
COc1ccc(C2CC(c3ccccc3)=NN2C(=O)COC(=O)c2nc3nc(C)cc(C)n3n2)cc1 (stereo unspecified),?,9,43,10µM*,?,-1%
COc1ccc(C(=O)Nc2cc(C)ccc2NC(=O)COc2ccccc2)cc1,21%,9,21,-5%,?,-1%
CCOC(=O)Cc1csc(NC(=O)COc2c(C)cccc2C)n1,9%,2,-12,-21%,76%[activator],-1%
COc1ccc(OCc2nnc(SCC(=O)N3CCCC3)o2)cc1,5%,7,-10,25%,?,2%
CC(C)c1ccc(NC2CCCN(C(=O)c3ccnc(Cl)c3)C2)cc1 (stereo unspecified),-13%,-3,-2,-1%,25%,-6%
O=C(NCCc1ccccc1)C1CC(c2ccccc2O)=NO1 (stereo unspecified),16%,1,4,2%,-21%,0%
CCCOc1ccccc1C1CC(=O)Nc2cc3c(cc21)OCCO3 (stereo unspecified),?,-2,9,2.5µM*,-2%,-14%
Cc1cc(Nc2cccc(Cl)c2)nc(-c2ccccc2O)n1,?,-5,3,?,-83%,6%
CCCSc1ccc([C@H]2N[C@@](Cc3ccccc3)(C(=O)OC)[C@H]3C(=O)N(CC)C(=O)[C@@H]23)cc1,1.5µM*,.,.,?,1µM*,.
C[C@@H]1CN(Cc2nc(Cc3ccccc3F)no2)C[C@H](C)O1,6%,7,7,4%,?,8%
N#Cc1ccc(S(=O)(=O)NC2CC2)cc1,8%,-5,-12,16%,11%,-11%
COc1ccc(-c2cc3nc(C)n(N)c(=O)c3s2)cc1,-4%,-2,-37,8%,39%[activator],3%

Grouped by structure, the entries above with an NH in an aromatic ring.
smiles,Pf growth 48h,Cycloheximide cs,Shiga toxin inh,HCV inh,Pf growth 96h,FBPA Giardia inh
O=C(c1ccc(=O)[nH]c1)N1CCN(S(=O)(=O)c2ccc3ccccc3c2)CC1,32%[activator],.,.,-6%,-4%,.
CCCN(C(=O)CSCC(=O)Nc1ccc(OC)cc1)c1c(N)n(Cc2ccccc2)c(=O)[nH]c1=O,-18%,.,.,15%[8.37 µM],8%,.
COc1cc(/C=N/n2cc(-c3ccccc3)[nH]c2=S)cc(OC)c1O,12µM*,62*,36,2%,?,-8%
O=C(c1ccc2[nH]c(=O)c(=O)[nH]c2c1)N1CCN(Cc2ccccc2)CC1,5%,-9,-8,6%,1%,-9%
Cc1cc(=O)[nH]c(SCC(=O)Nc2ccc(S(=O)(=O)N3CCOCC3)cc2)n1,-6%,2,-12,4%,10%,.

Continuation:
smiles,Pf growth 48h,Cycloheximide cs,Shiga toxin inh,HCV inh,Pf growth 96h,FBPA Giardia inh
Cc1cccc2cc(CN(Cc3cccnc3)C(=S)NCCCN(C)C)c(=O)[nH]c12,?,-1,17,1%,?,12%
O=C(CCNC(=O)c1ccc(Br)cc1)NCc1cccnc1,4%,.,.,17%,10%,.
CC(C)c1nnc(NC(=O)CCC(=O)NC2CCCc3ccccc32)s1 (stereo unspecified),2%,-1,-5,20%,20%,-4%
O=C(c1ccc(Oc2cc(Cl)cc(Cl)c2)o1)N1CCCCC1,18%,17,3,-18%,26%,-4%
Cc1noc(C)c1COc1ccccc1C(=O)N(C)Cc1ccco1,-1%,.,.,0%,-17%,.
COc1ccc(NC(=O)CN(C)S(=O)(=O)c2ccc3c(c2)CCCN3C(C)=O)cc1,-4%,-1,-18,-6%,-17%,9%
CC(O)CNCCNCc1c(OCc2ccccc2)ccc2ccccc12 (stereo unspecified),1.9µM*,-7,-17,?,2.3µM*,5%
O=c1[nH]c2cc(Cl)cc(Cl)c2[nH]c1=O,?,-1,-11,16%,194%[activator],-18%
Cc1ccc(-c2cn(S(=O)(=O)c3ccc(C)cc3)nc2N)cc1,.,2,8,3%,?,3%
Cc1nnc(SC(C)C(=O)Nc2ccc(S(=O)(=O)NC3CCCCC3)cc2)s1 (stereo unspecified),?,-5,-8,-25%,-9%,6%
Cc1cc(C)c(C#N)c(Oc2ccc(O)cc2)n1,4%,-3,-2,?,5.2µM*,-2%
C=CCn1c(=NC(=O)c2cccs2)sc2cccc(OC)c21,?,28*,53*,?,?,-6%
O=C(NCC1CC1)C1CCCN(S(=O)(=O)c2ccc(-n3cnnn3)cc2)C1 (stereo unspecified),.,-2,-17,24%,?,0%
